AI-2 QS modul: modulators of Vibrio harveyi AI-2 quorum sensing system. Vibrio harveyi JMH597 AI-2 luminescence/OD600 ratio, 9 h; stronger effect = lower value; strain lacks LuxN and CqsS sensors; 0 = neutral-control median. activity change, % at 7.5 µM. actives 0.4% (n = 300,000). AID 2094; in the data active = activity change below about -75%, passing the limit was not always enough;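 also: luminescence divided by OD600 gain over 9 h not by final OD600 alone; inactives centre near 13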
TRPC6 inh: inhibitors of mouse TRPC6 channel; Q61143; HEK293-TRPC6, membrane potential dye, ACh-evoked depolarization; stronger effect = lower value; B-score at 10 µM; actives 1.1% (n = 310,000); AID 2553;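 active = B-score under library mean minus 3 SD, initial fluorescence not abnormally high, positive integrated signal ratio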;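 also: B-score derived from integrated fluorescence ratio over the kinetic read; more negative B-score means stronger inhibition of depolarization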
MrgX1 agonist: human MrgX1 receptor agonism, primary screen; B-score at 10 µM; actives 0.44% (n = 310,000); AID 588627; MrgX1-HEK293 cells, Fluo-4 calcium fluorescence, agonist mode; stronger effect = higher value; Q96LB2;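 active = calcium response B-score plate-corrected fluorescence ratio at least 3 library SD, with starting fluorescence B-score inside 5 SD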
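Material – MrgX1-expressing HEK293 cells · Input – 15,000 cells seeded per well · Dosing – compound as first of three additions · Times – overnight seeding, then 1 h dark dye loading · Measured by – kinetic Fluo-4 NW fluorescence of intracellular calcium · Read-out – B-scored fluorescence response ratio · Benchmarks – positive and negative control wells on each plate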
TRPC4 act: opens the mouse TRPC4 cation channel | AID 2237 | HEK293 TRPC4beta/mu-opioid, Fluo4 calcium fluorescence; stronger effect = higher value | B-score at 10 µM | actives 0.49% (n = 310,000) | Q9QUQ5;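 active = B-score above 5 SD of library B-scores, and initial fluorescence ratio not above library mean plus 5 SD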;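 also: positive B-score marks a calcium rise read as TRPC4 activation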
Target sequence (Q9QUQ5 whole entry, looked up): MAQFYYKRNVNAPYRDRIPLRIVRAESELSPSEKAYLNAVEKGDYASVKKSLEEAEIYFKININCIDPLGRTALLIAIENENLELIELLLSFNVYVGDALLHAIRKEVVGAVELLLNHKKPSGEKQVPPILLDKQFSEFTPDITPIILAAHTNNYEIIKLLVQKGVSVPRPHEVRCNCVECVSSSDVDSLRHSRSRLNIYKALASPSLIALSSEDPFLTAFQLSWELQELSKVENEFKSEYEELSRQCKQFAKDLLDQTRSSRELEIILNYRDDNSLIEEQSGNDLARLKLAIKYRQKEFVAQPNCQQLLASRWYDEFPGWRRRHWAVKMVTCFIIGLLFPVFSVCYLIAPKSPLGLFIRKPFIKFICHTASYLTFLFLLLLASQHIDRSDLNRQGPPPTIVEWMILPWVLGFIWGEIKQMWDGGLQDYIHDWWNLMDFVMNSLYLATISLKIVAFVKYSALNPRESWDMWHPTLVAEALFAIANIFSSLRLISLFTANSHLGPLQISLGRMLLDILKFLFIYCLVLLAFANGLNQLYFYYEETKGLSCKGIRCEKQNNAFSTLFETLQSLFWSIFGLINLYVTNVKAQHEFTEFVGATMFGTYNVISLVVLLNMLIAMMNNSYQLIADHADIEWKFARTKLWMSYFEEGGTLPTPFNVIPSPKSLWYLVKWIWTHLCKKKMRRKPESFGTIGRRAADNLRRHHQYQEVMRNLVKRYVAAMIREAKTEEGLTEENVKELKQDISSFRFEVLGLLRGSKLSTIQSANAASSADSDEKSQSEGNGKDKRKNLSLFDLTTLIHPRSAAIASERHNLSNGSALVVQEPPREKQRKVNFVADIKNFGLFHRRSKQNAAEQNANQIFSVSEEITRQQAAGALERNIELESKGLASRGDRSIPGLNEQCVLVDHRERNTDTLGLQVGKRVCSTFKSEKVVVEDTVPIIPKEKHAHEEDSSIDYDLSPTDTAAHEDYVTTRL
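Assay system: HEK293 stable line with TRPC4beta plus mu-opioid receptor. Times: dye 45 min RT, read 110 s. Measured by: kinetic Fluo4 calcium fluorescence. Measure: B score of integrated ratio. Controls: assay buffer as low control, maximal DAMGO as high control.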
PolyA inh: inhibitors of polyadenylation in S. cerevisiae. calls only at 12 µM. actives 0.02% (n = 300,000). S. cerevisiae SKY197-pL101 polyadenylation reporter, beta-gal luminescence; efflux-impaired pdr1/pdr3 knockout yeast; score 100 = 6 SD above DMSO;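 active = lowest replicate activity score at least 50, where 100 means six control SD above control mean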;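 also: yeast exposed to compound for 9 h at 30 °C; higher score means more reporter readthrough which indicates perturbed polyadenylation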
TRPC6 act: activators of mouse TRPC6 channel | B-score at 10 µM | Q61143 | HEK293-TRPC6 membrane potential dye fluorescence; stronger effect = higher value | AID 2550 | actives 0.13% (n = 310,000);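 active = B-score of the integrated fluorescence ratio above library mean plus 3 SD, and starting fluorescence ratio within library mean plus 5 SD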;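 also: higher score means more depolarization so channel activation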
MrgX1 PAM: human MrgX1 positive allosteric modulation, primary screen; AID 588675; MrgX1-HEK293, Fluo-4 calcium flux, FDSS; stronger effect = higher value; B-score at 10 µM; actives 0.63% (n = 310,000);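 active = plate-corrected calcium response at least 3 library SD above typical, normal starting fluorescence, not activating the receptor alone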;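 also: compound read alongside a low EC10 to EC30 dose of BAM8-22 agonist; peak minus trough fluorescence over baseline measured at the second addition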
HIF act: HIF pathway transcriptional activation; AID 1910; activation, % at 7.5 µM (by protocol); actives 0.32% (n = 300,000); U2OS HRE-luciferase reporter, luminescence; normalized: DMSO 0%, desferrioxamine 100%;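 active = mean activation of at least 10% of the iron chelator positive control signal, with at least half of replicates also reaching 10%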
MrgX1 antag: blocks BAM8-22 activation of human MrgX1 receptor | B-score at 10 µM | MRGX1-HEK293 calcium flux, Fluo-4, BAM8-22 antagonism; stronger effect = lower value | actives 1.3% (n = 310,000);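 active = calcium-response B-score plate-corrected more than 3 library SD below zero, starting fluorescence within 5 deviations, no agonist response on first addition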;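 also: peak minus trough fluorescence over baseline after final BAM8-22 challenge near maximal dose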
TRPC4 potent: allosteric potentiators of mouse TRPC4 channel; AID 2227; B-score at 10 µM; Q9QUQ5; actives 0.42% (n = 310,000); HEK293 TRPC4beta/mu-opioid, DAMGO EC20, Fluo-4 Ca2+ flux; stronger effect = higher value;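 active = B-score of calcium response area above 5 SD of library B-scores, with initial fluorescence ratio within 5 SD of library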;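 also: B-score of integrated fluorescence ratio over time as area under calcium response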
TRPC4 block: inhibitors of mouse TRPC4 channel; Q9QUQ5; HEK293 TRPC4beta/mu-opioid, DAMGO-evoked Fluo4 calcium flux; stronger effect = lower value; B-score at 10 µM; actives 0.39% (n = 300,000);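 active = B-score over 3 SD under the library average, no early fluorescence shift, positive overall ratio signal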
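Assay system – HEK293 line stably carrying TRPC4beta and mu-opioid receptor · Doses – single dose · Detection – Fluo4 calcium-dye fluorescence, kinetic read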
* = called active by the depositor; i = inactive; / = not tested or not shown. These rows are one share of the data. The share of hits here may be higher or lower than overall.

SMILES	AI-2 QS modul	TRPC6 inh	MrgX1 agonist	TRPC4 act	PolyA inh	TRPC6 act	MrgX1 PAM	HIF act	MrgX1 antag	TRPC4 potent	TRPC4 block
COc1ccc(/C=C/c2nnc(NC(=O)c3ccco3)s2)cc1	25	i	i	i	i	i	i	0.1	i	i	i
O=c1c2ccccc2cnn1Cc1ccc(Cl)c(Cl)c1	/	i	i	i	i	i	i	-1.0	i	i	i
O=[N+]([O-])c1cccc(/C=N/Nc2nc(C(Cl)(Cl)Cl)nc3ccccc23)c1	10	i	i	i	i	i	i	0.0	i	i	i
CCOC(=O)/C(=N\Nc1ncnc2ccccc12)c1ccc(C)cc1	-8	i	i	i	i	i	i	0.7	i	i	i
CCN1C(=O)N[C@@H](c2cccc(C(F)(F)F)c2)[C@H](C(C)=O)[C@H]1C	7	i	i	i	i	i	i	-0.9	i	i	i
COc1ccc(-n2nnnc2SCC(=O)N2C(C)CCCC2C)c(OC)c1 (stereo not drawn)	-4	i	i	i	i	i	i	/	i	i	i
Cc1ccc(OCC(=O)NCc2ccco2)cc1C	14	i	i	i	i	i	i	0.5	i	i	i
CN1C(=O)/C(=C/c2ccccc2Cl)Sc2ccc(C(=O)N3CCCC3)cc21	12	i	i	i	i	i	i	1.4	i	i	i
Cc1ccc(S(=O)(=O)Nc2cc(=O)[nH]c3c2CCC3)cc1	8	i	i	i	i	i	i	-11	i	i	i
CSc1ncccc1C(=O)NCCc1ccc(Cl)cc1	15	i	i	i	i	i	i	0.0	i	i	i
CCOC(=O)N1CCN(C(=O)c2ccc(OC)c(S(=O)(=O)N3CCOCC3)c2)CC1	8	i	i	i	i	i	i	0.3	i	i	i
O=C(NCC1CCCO1)/C(=C\c1ccco1)NC(=O)c1ccc(Cl)cc1 (stereo not drawn)	3	i	i	i	i	i	i	-0.1	i	i	i
COc1cc(/C=N/NC(=O)COc2c(C)cc([N+](=O)[O-])cc2C)ccc1OC(=O)c1ccccc1	19	i	i	i	i	i	i	-0.2	i	i	i
O=C(CNC(=O)N1CC(=O)Nc2ccccc21)NCc1ccccc1Cl	30	i	i	i	i	i	i	1.2	i	i	i
O=C(O)C1CCCCC1C(=O)Nc1ccccc1C(=O)N1CCN(c2ccc(F)cc2)CC1 (stereo not drawn)	10	i	i	i	i	i	i	2.4	i	i	i
Cc1ccccc1-n1c(=O)n(CCc2ccccc2)c(=O)c2[nH]cnc21	12	i	i	i	i	i	i	-0.1	i	i	i
c1ccc(OCc2nc(-c3ccccc3)no2)cc1	/	i	i	i	i	i	i	3.1	i	i	i
COc1ccc(Cl)cc1N(CC(=O)Nc1cccc(SC)c1)S(C)(=O)=O	34	i	i	i	i	i	8.3*	0.2	i	i	i
CC1=C(C(=O)Nc2ccccc2F)C(c2ccsc2)C2=C(CC(c3ccccc3)CC2=O)N1 (stereo not drawn)	5	i	i	i	i	i	i	-0.2	i	i	i
COc1cccc(/C=C2\CC(C)Cc3c2nc2ccccc2c3C(=O)O)c1OC (stereo not drawn)	22	i	i	i	i	i	i	0.2	i	i	i
O=C(COc1ccc(/C=N/NC(=O)c2cc3ccccc3o2)cc1Br)Nc1ccccc1	52	i	i	i	i	i	i	/	i	i	i
COc1cc2cc(C(=O)N(C)Cc3ccccc3)[nH]c2cc1OC	20	i	i	i	i	i	i	0.2	i	i	i
CCCc1cc(=O)[nH]c2nnc(SCC(=O)Nc3ccc(C(C)=O)cc3)n12	-6	i	i	i	i	i	i	0.2	i	i	i
COCCNC(=O)C(OC(=O)c1ccco1)c1ccccc1OC (stereo not drawn)	12	i	i	i	i	i	i	-0.9	i	i	i
CSc1ccc(/C=N/NC(=O)c2sccc2C)cc1	37	i	i	i	i	i	i	0.0	i	i	i
SMILES	AI-2 QS modul	TRPC6 inh	MrgX1 agonist	TRPC4 act	PolyA inh	TRPC6 act	MrgX1 PAM	HIF act	MrgX1 antag	TRPC4 potent	TRPC4 block
N#C/C(=C\c1ccco1)C(=O)NCc1ccccc1	2	i	i	i	i	i	i	0.2	i	i	i
Cc1ccc(S(=O)(=O)N(C)CCCC(=O)Nc2ccc(C)cc2C)cc1	-7	i	i	i	i	i	i	-0.2	i	i	i
CCCCNC(=O)c1c(CSc2ccc(Cl)cc2)noc1C(=O)NCCC	11	i	i	i	i	i	i	0.0	i	i	i
COc1ccc(NC(=O)N2CCC(NC(=O)c3ccco3)CC2)cc1	27	i	i	i	i	i	i	0.4	i	i	i
O=C(c1ccc(Br)cc1)N(C1=NCCCCS1)c1ccccc1	19	i	i	i	i	i	i	0.0	i	i	i
O=C(COC(=O)c1ccccc1Br)NCCc1ccc(F)cc1	8	i	i	i	i	i	i	0.1	i	i	i
CCc1ccc(NC(=O)CSc2nnc(CNC(=O)c3ccco3)o2)cc1	14	i	i	i	i	i	i	-0.2	i	i	i
CN(C)c1ccc(NC(=O)/C=C/c2c(Cl)cccc2Cl)cc1	19	i	i	i	i	i	i	3.1	i	i	i
Cc1ccc(/C=C/C(=O)Nc2ncc(C)s2)o1	0	i	i	i	i	i	i	1.3	i	i	i
CC(C)CCNC(=O)CN(CC1CCCO1)C(=O)CCC(=O)Nc1ccccn1 (stereo not drawn)	-3	i	i	i	i	i	i	-0.2	i	i	i
C=CCn1c(=N)n(CC(=O)c2ccc(Cl)cc2)c2ccccc21	24	-5.9*	i	i	i	i	i	0.0	i	i	i
O=C(NC(=S)Nc1ncccn1)c1ccc(F)cc1	10	i	i	i	i	i	i	1.6	i	i	i
O=C(CCc1c[nH]c2ccccc12)NCc1ccco1	18	i	i	i	i	i	i	-0.1	i	i	i
COc1cc(C(C)=O)ccc1OCC(=O)NCC1(N2CCCCC2)CCCCC1	12	i	i	i	i	i	i	-0.2	i	i	i
O=C(c1ccc(Cl)c(S(=O)(=O)Nc2ccc(F)cc2)c1)N1CCN(c2ccccn2)CC1	17	-10*	i	i	i	i	i	0.5	i	i	i
CC(C)(c1ccccc1)c1ccc(OCCN)cc1	14	i	i	i	i	i	i	0.7	i	i	i
C=CCOc1ccc(/C=N/NC(=O)CN(c2cc(Cl)ccc2OC)S(=O)(=O)c2ccc(C)c([N+](=O)[O-])c2)cc1	22	i	i	i	i	i	i	-0.2	i	i	i
CCOc1ccc(N(C)C(=O)CCc2nnc3ccc(NCc4ccco4)nn23)cc1	31	i	i	i	i	i	i	-0.1	i	i	i
CCCN1Cc2cccc(C(=O)NC(C)c3cccs3)c2C1=O (stereo not drawn)	38	i	i	i	i	i	i	-0.7	i	i	i
Cc1cc2ccccc2c(=O)n1CC(=O)NC1CCCCCC1	5	i	i	i	i	i	i	0.2	i	i	i
Cc1ccc(-c2nnc(SCCC(=O)N3CCOCC3)o2)cc1	7	i	i	i	i	i	i	1.0	i	i	i
CN(Cc1ccccc1)c1nc2nonc2nc1N1CCCC(CN2CCCC2=O)C1 (stereo not drawn)	3	i	i	i	i	i	i	-0.7	i	i	i
CC(C)NC(=O)COC(=O)Cn1[nH]c(=O)c2ccccc2c1=O	-10	i	i	i	i	i	i	-1.5	i	i	i
COc1ccccc1NC(=O)c1ccc2c(c1)C(=O)N(Cc1ccco1)C2=O	33	i	i	i	/	i	i	/	i	i	i
CCCCN(CC)CCCNC(=O)c1ccc(CS(=O)(=O)c2c(Cl)cccc2Cl)o1	2	i	i	62*	i	i	i	0.4	i	i	i
SMILES	AI-2 QS modul	TRPC6 inh	MrgX1 agonist	TRPC4 act	PolyA inh	TRPC6 act	MrgX1 PAM	HIF act	MrgX1 antag	TRPC4 potent	TRPC4 block
O=C(c1cc(C(=O)NCCc2ccccc2)c(=O)n(CCc2ccccc2)c1)c1cc(Cl)ccc1O	2	i	i	i	i	i	i	-1.3	i	i	i
CN(C)C(CNS(=O)(=O)c1ccc(Br)cc1)c1cccnc1 (stereo not drawn)	21	i	i	i	i	i	i	-0.1	i	i	i
COc1ccc(C(=O)N/N=C/c2cc(Br)ccc2O)cc1OC	-18	i	i	i	i	i	i	40*	i	i	i
COC(=O)Nc1nn(Cc2ccccc2F)cc1Br	9	i	i	i	i	i	i	-0.4	i	i	i
O=C(O)Cn1cc(/C=c2/sc3nc4ccccc4n3c2=O)c2ccccc21	9	i	27*	i	i	i	i	2.0	i	i	i
Cc1ccc(C)c(OCC(O)CN2CCCCC2C)c1 (stereo not drawn)	12	i	i	i	i	i	i	0.4	i	i	i
COc1ccc(OCc2nnc(SCC(N)=O)n2-c2ccccc2OC)cc1	31	i	i	i	i	i	i	0.2	i	i	i
O=C(O)c1cccc(-c2nc3ccccc3[nH]2)c1	-5	i	i	i	i	i	i	0.6	i	i	i
COc1ccc(NC(=O)CCC(=O)N/N=C/c2ccncc2)cc1	23	i	i	i	i	i	i	-0.4	i	i	i
CCOC(=O)c1c(C)n(C)c2ccc(OCC(O)CN(CC)CC)cc12 (stereo not drawn)	18	i	i	i	i	i	i	-0.1	i	i	i
CN(C)c1nccc(NCc2ccccc2)c1C#N	-2	i	i	i	i	i	i	0.0	i	i	i
CCc1ccc(N2CC(C(=O)Nc3ccc(S(=O)(=O)NCC4CCCO4)cc3)CC2=O)cc1 (stereo not drawn)	19	i	i	i	i	i	i	-0.2	i	i	i
O=S(=O)(c1ccccc1)N1CCN=C1SCc1ccccc1Cl	36	i	i	i	i	i	i	0.1	i	i	i
O=[N+]([O-])c1cc(S(=O)(=O)Nc2cccc(Cl)c2)ccc1N=Nc1c(O)[nH]c2ccccc12	28	i	i	i	i	i	i	-0.1	i	i	i
Cc1ccc(-c2nc(C3CCN(S(=O)(=O)c4ccc(C(C)(C)C)cc4)CC3)no2)cc1	8	i	i	i	i	i	i	-0.2	i	i	i

Shown with values under each structure: four of the compounds above.
The line under a structure holds: AI-2 QS modul	TRPC6 inh	MrgX1 agonist	TRPC4 act	PolyA inh	TRPC6 act	MrgX1 PAM	HIF act	MrgX1 antag	TRPC4 potent	TRPC4 block
O=C(O)Cn1cc(/C=c2/sc3nc4ccccc4n3c2=O)c2ccccc21
 : 9	i	27*	i	i	i	i	2.0	i	i	i
Cc1ccc(C)c(OCC(O)CN2CCCCC2C)c1 (stereo not drawn)
 : 12	i	i	i	i	i	i	0.4	i	i	i
COc1ccc(OCc2nnc(SCC(N)=O)n2-c2ccccc2OC)cc1
 : 31	i	i	i	i	i	i	0.2	i	i	i
O=C(O)c1cccc(-c2nc3ccccc3[nH]2)c1
 : -5	i	i	i	i	i	i	0.6	i	i	i

From PubChem
